12-LOX inh: Primary qHTS assay for inhibitors of human arachidonate 12S-lipoxygenase (ALOX12): Round 2; Polyunsaturated fatty acid lipoxygenase ALOX12 (Homo sapiens), P18054; purified 12hLO, xylenol orange hydroperoxide absorbance; Potency, µM (titrated, usually from 108 µM), without a hit: at the highest dose activity change, negative = inhibition, most hits filed as inhibitors; hit rate 1.1% among 580,000; AID 1671190, 2021; active means well fitted inhibition curve with a large enough effect; inconclusive means small, poorly fitted or top-dose-only effect, or another doubt; inactive means no such curve, though single readings can be large or run the other way; further: potency means the concentration at half of the fitted maximal effect
Target sequence (P18054 whole entry, looked up): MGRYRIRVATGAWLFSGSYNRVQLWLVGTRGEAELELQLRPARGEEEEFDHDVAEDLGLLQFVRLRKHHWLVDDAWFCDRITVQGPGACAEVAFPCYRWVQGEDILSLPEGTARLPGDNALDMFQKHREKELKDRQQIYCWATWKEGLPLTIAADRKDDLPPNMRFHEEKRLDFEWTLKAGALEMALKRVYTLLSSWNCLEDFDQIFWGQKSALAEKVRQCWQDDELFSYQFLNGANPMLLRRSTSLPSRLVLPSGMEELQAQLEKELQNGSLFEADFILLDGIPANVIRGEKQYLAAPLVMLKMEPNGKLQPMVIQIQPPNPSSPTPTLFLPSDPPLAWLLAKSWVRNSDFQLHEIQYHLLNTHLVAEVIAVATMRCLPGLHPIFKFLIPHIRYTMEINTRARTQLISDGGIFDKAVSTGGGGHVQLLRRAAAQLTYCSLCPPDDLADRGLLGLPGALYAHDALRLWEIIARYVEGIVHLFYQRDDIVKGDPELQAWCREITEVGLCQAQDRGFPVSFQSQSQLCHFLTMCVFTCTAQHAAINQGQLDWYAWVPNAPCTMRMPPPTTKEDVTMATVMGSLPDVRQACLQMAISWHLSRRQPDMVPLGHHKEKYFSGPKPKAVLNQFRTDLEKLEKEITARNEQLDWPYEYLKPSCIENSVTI
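Purified human 12hLO (150 nM final) in 25 mM Hepes, 0.01% Triton X-100, pH 7.0 was preincubated 15 min at room temperature with compound. Then 40 uM arachidonic acid was added, 30 min. Hydroperoxide was read by Fe-XO absorbance ratio 573/405 nm.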
LDHA block: qHTS assay for inhibitors of human lactate dehydrogenase. AID 1347041, 2019. activity change, % (values are at about 110 or 230 µM). L-lactate dehydrogenase A chain (Homo sapiens), P00338. purified LDHA, NADH/diaphorase-resazurin fluorescence; active compounds read low. hit rate 0.15% among 480,000; in the data active means activity change below about -30%; inconclusive means mostly about -25% to -30%;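 further: plate controls were DMSO wells for no effect and wells without enzyme for full effect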
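Human LDH5 (2 nM) was incubated with 0.06 mM NADH and 0.2 mM pyruvate for 5 min at room temperature in Tris pH 7.4. Remaining NADH was coupled through diaphorase/resazurin, and resorufin fluorescence was read at 0 and 20 min.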
* marks the source's active call; other numbers are inactive results; ? = inconclusive; [ ] = dose if it differs, or a comment. Unless noted, on the % scale 0 is the no-effect control and ±100 the full control effect.

SMILES,12-LOX inh,LDHA block
CCOC(=O)C1=CCN(S(=O)(=O)c2ccccc2Br)C1c1ccc(Br)cc1 (configuration not stated),4%,-5
CCCCCCn1nc(C(=O)OC(C)C(=O)NC(N)=O)c2ccccc2c1=O (configuration not stated),3%,6
O=C(CSc1nc2ccccc2s1)C12CC3CC(CC(C3)C1)C2,-13%,2
Cc1nc(C#N)c(N2CCN(C(=O)CN(C)C3CCCCCC3)CC2)o1,?,9
CC(C)C(=O)N1CCN(C(=O)c2cn(C)c3ccccc23)CC1,-1%,-2
CNc1snc(C)c1C(=O)OCc1csc(-c2ccc(F)cc2)n1,?,14
CC[C@H](CO)Oc1cc(NCc2cccc(N)c2)c2ncn(C(C)C)c2c1,?,15
CCCOc1ccc(NC(=O)COc2ccc(OC)cc2)c2cccnc12,22%,-6
CNC(=O)NC(=O)CN(C)c1ccc(I)cc1,-19%,-20
CC(CCc1ccccc1)NC(=O)c1cc(=O)c2ccccc2o1 (configuration not stated),-17%,-5
CCOC(=O)C1=CCN(S(=O)(=O)c2ccccc2C)C1c1ccccc1 (configuration not stated),2%,-4
CC(C)NC(=O)CSc1nc(C2CC2)nc2ccccc12,-25%,0

3 entries from above, arranged by their value in 12-LOX inh, highest first.
SMILES,12-LOX inh,LDHA block
CC(C)C(=O)N1CCN(C(=O)c2cn(C)c3ccccc23)CC1,-1%,-2
CC(CCc1ccccc1)NC(=O)c1cc(=O)c2ccccc2o1 (configuration not stated),-17%,-5
CNC(=O)NC(=O)CN(C)c1ccc(I)cc1,-19%,-20

Continuation.
SMILES,12-LOX inh,LDHA block
Cc1cc(C)cc(NC(=S)NC2CCCC(C)C2C)c1 (configuration not stated),?,11
CCN(CC)S(=O)(=O)c1ccc(N2CCN(C)CC2)c(NC(=O)Cc2ccccc2)c1,-3%,3
CCOC(=O)C1=C[C@@H](C)N(S(=O)(=O)c2ccc(C)cc2)[C@H]1c1ccccc1,?,-3
Cc1ccc(CNC(=O)CCCNC(=O)C(C)(C)C)cc1,-20%,0
CCCNC(=O)C1(C)CCN(Cc2ccc(-c3ccccc3)o2)C1 (configuration not stated),?,-1
O=C(C1=C(O)C(=O)N(CCCn2ccnc2)C1c1ccncc1)c1cc2ccccc2o1 (configuration not stated),?,6
O=C(N[C@H](CO)Cc1ccccc1)c1nc(-c2ccc3[nH]ccc3c2)no1,-20%,?
Cc1noc(-c2ccc(OCc3ccc(F)cc3)cc2O)c1-c1ccccc1,-1%,2
CCNC(=O)c1cc2c(c(-c3cccc(-c4cncnc4)c3)n1)[C@@H](CCO)N(C(C)=O)C2,-19%,-4
COc1ccc2c(C)c(CCC(=O)N3CCOCC3)c(=O)oc2c1C,-2%,1
CCOC(=O)[C@]12CCC=C1N(Cc1ccc3c(c1)OCO3)C(=O)[C@H](CC(=O)N1CCN(C(=O)c3ccco3)CC1)C2,2%,-8
COc1cc(NC(=O)NCCn2c(C(F)(F)F)nc3ccccc32)cc(OC)c1,-12%,3

Additional compounds.
SMILES,12-LOX inh,LDHA block
COc1ccc(Br)cc1CN1CCCC(C(=O)N2CCN(C)CC2)C1 (configuration not stated),?,1
COc1ccc(C2C(C(C)=O)=C(O)C(=O)N2c2ccc(C)c(Br)c2)c(OC)c1 (configuration not stated),?,-5
CCOC(=O)C1(C)CCCCCN1C(=O)c1ccc(N(C)C)cc1 (configuration not stated),-11%,0
O=C(c1ccc2ncsc2c1)N(Cc1ccccc1)Cc1ccco1,-16%,-9
CCN(CC)C(=S)Nc1ccc(F)cc1,9%,-6
CN1CCN(c2ccc3nnc(CCC(=O)NCC4CCN(Cc5ccc(F)cc5)CC4)n3n2)CC1,31%[activator],-18
COc1cccc(Nc2nc3ccccc3nc2NS(=O)(=O)c2ccc(C)c(C)c2)c1,0%,7
Cc1ccnc(Nc2ccc(CCO)cc2)n1,14%,-10
Cc1ccc(Cn2c(N3CCN(Cc4cccc5ccccc45)CC3)nc3c2c(=O)[nH]c(=O)n3C)cc1,2%,11
c1cc2cc(CNc3nc(NCC4CC4)nc4ccsc34)ccc2o1,?,-2
Cc1ccc(F)c(S(=O)(=O)NC(=O)C2(C)CCN2C(=O)c2ccc(C(F)(F)F)nc2C)c1 (configuration not stated),?,-5
CC(=O)OC[C@@H]1CN(Cc2ccccc2)C[C@H](n2cnc3c(NCC(C)C)ncnc32)O1,-10%,-5

(further entries)
SMILES,12-LOX inh,LDHA block
Cc1ccc(C(=O)Nc2ccc3oc(-c4ccncc4)nc3c2)cc1,-26%,8
CCc1nc2ccc(C(=O)N3CCNC(=O)C3)cn2c1N(C)CCC(C)C,-15%,-3
Cc1ccccc1-c1noc(CSc2nnc(C3CC3)n2-c2ccccc2)n1,-20%,-1
CN(CC(=O)N1CCCC1)c1nc(-c2ccccc2)nc2ccccc12,13%,6
Cn1c(=O)c2c(nc(Br)n2CC(=O)c2ccc(F)cc2)n(C)c1=O,?,1
COC(=O)c1ccc(Oc2c(C)oc3cc(OC(=O)N4CCOCC4)ccc3c2=O)cc1,4%,2
Cc1ccc(OCC(=O)Nc2ccc3oc(-c4ccccc4F)nc3c2)c(-n2cnnc2)c1,?,-2
Cc1cc(CNC(=O)C2CCCCC2)c2ccccc2n1,3%,5
COc1ccc(Cl)cc1Cn1c(C)c(C(=O)NCc2ccc(C#N)cc2)sc1=O,3%,-1
COc1ccc(C(=O)Oc2ccc(/C=C(\C#N)c3nc4cc(C)c(C)cc4[nH]3)cc2)cc1,17%,11
CCNC(=O)C1(C)CCN(Cc2ccc(C(=O)OCC)o2)C1 (configuration not stated),-21%,-6
c1ccc(CN2CCN(c3ncnc4scc(-c5ccccc5)c34)CC2)cc1,64%[activator],-1

Further results.
SMILES,12-LOX inh,LDHA block
COc1cccc(-c2nc(CS(=O)(=O)CC(=O)NCc3ccccc3Cl)c(C)o2)c1,-21%,0
Cc1ccccc1-c1nc2scc(CCNC(=O)C(=O)Nc3ccc4c(c3)OCCO4)n2n1,4%,-9
CC(C)(C)C(=O)Nc1c(NC2CCCC2)c2ccccc2oc1=O,5%,8
C#CCNC(=O)CSc1nc(-c2cccs2)nc2ccccc12,0%,11
CCOC(=O)[C@]12CCCC=C1N(Cc1ccco1)C(=O)[C@H](CC(=O)NCc1cccs1)C2,-20%,-4
Fc1cccc(-n2c(SCc3nc4ccccc4o3)nnc2N2CCOCC2)c1,-2%,1
COc1ccc(C(C)=O)cc1COC(=O)/C=C/c1cccc(Br)c1,-35%,-6
CC(C)Cc1nc(OCC(=O)O)c(C#N)c2c1CCCC2,-44%,13
Cc1n[nH]c(C)c1C(=O)CC1(O)C(=O)N(C(C)C)c2ccccc21 (configuration not stated),57%[activator],15
Cc1ccc2[nH]cc(C(C(=O)O)N3CCN(Cc4nonc4C)CC3)c2c1 (configuration not stated),11%,-5
Cc1cccc(NC(=O)c2ncoc2-c2cccs2)c1C,10%,3
Cc1ccc(Cn2c(C)c(C(=O)NCc3ccc(Cl)c(Cl)c3)sc2=O)cc1,-19%,2

(continued)
SMILES,12-LOX inh,LDHA block
COc1cc(/C=C(/C#N)C(=O)C(C)(C)C)ccc1OC(F)F,7%,8
Cc1nc(C#N)c(N2CCN(C(=O)CN(C)C(C)C(C)(C)C)CC2)o1 (configuration not stated),16%,-1
NC(N)=N/N=C\c1ccccc1,?,-7
O=C(CC[C@H]1O[C@@H](n2ccc(=O)[nH]c2=O)[C@H](O)[C@@H]1O)N[C@H](Cc1ccccc1)C(=O)NC1CCCCC1,1%,-6
COc1ccc(NC(=O)C2(C)CCN2C(=O)Cc2ccccc2)cc1OC (configuration not stated),-5%,-5
CCOC(=O)c1[nH]c(C)c(C(=O)OCC(=O)OC)c1C,6%,4
CCCc1cc(C(=O)Nc2cnn(Cc3ccccc3C)c2)no1,?,10
Cc1ccc(CNC(=O)CSc2nnc(C(=O)Nc3ccc(C)cc3)s2)cc1,18%,-5
CCOC(=O)N1CCN(C(=O)CNC(=O)c2cc3cc(OC)c(OC)cc3n2C)CC1,2%,-3
O=C(Cn1cc(/C=C2\NC(=O)N(Cc3ccccc3Cl)C2=O)c2ccccc21)N1CCOCC1,?,5
S=C(Cc1nc(-c2ccc(C3CCCCC3)cc2)cs1)N1CCOCC1,?,3
Nc1nc2ncccn2c1-c1ccccc1,-10%,1

Sorted by number of heavy atoms (rising): some entries from above
SMILES,12-LOX inh,LDHA block
CCOC(=O)c1[nH]c(C)c(C(=O)OCC(=O)OC)c1C,6%,4
COc1cc(/C=C(/C#N)C(=O)C(C)(C)C)ccc1OC(F)F,7%,8
S=C(Cc1nc(-c2ccc(C3CCCCC3)cc2)cs1)N1CCOCC1,?,3
CCOC(=O)N1CCN(C(=O)CNC(=O)c2cc3cc(OC)c(OC)cc3n2C)CC1,2%,-3
O=C(Cn1cc(/C=C2\NC(=O)N(Cc3ccccc3Cl)C2=O)c2ccccc21)N1CCOCC1,?,5

Next part
SMILES,12-LOX inh,LDHA block
CCc1nc2ccc(C(=O)N3CCN(C(=O)c4ccco4)CC3)cn2c1N(CC)CCOC,?,-3
CN(C)N1C(=O)CC(c2c(F)cccc2Cl)C2=C1CC(C)(C)CC2=O (configuration not stated),31%[activator],-1
O=C(Nc1ccccc1C(=O)N1CCN(c2ccccc2)CC1)C1CC(=O)N(c2ccc(F)cc2)C1 (configuration not stated),-6%,-1
Nc1cc(-n2cccc2)ccc1F,8%,11
O=C(NN1CCOCC1)c1ccn(COc2cccc(Cl)c2Cl)n1,16%,-4
Cc1ccc(-c2nn3c(c2C)NC(=O)CC3C(=O)Nc2ccc3c(c2)OCO3)cc1 (configuration not stated),13%,4
O=C(Nc1ccc2oc(-c3ccc(F)cc3)nc2c1)c1ccccc1,-15%,3
CC(=O)Nc1ccccc1NC(=O)CCC1CCCC1,-6%,6

Structural class: those above containing a furan ring, fused or not
SMILES,12-LOX inh,LDHA block
CCCNC(=O)C1(C)CCN(Cc2ccc(-c3ccccc3)o2)C1 (configuration not stated),?,-1
O=C(C1=C(O)C(=O)N(CCCn2ccnc2)C1c1ccncc1)c1cc2ccccc2o1 (configuration not stated),?,6
CCOC(=O)[C@]12CCC=C1N(Cc1ccc3c(c1)OCO3)C(=O)[C@H](CC(=O)N1CCN(C(=O)c3ccco3)CC1)C2,2%,-8
O=C(c1ccc2ncsc2c1)N(Cc1ccccc1)Cc1ccco1,-16%,-9
c1cc2cc(CNc3nc(NCC4CC4)nc4ccsc34)ccc2o1,?,-2
CCNC(=O)C1(C)CCN(Cc2ccc(C(=O)OCC)o2)C1 (configuration not stated),-21%,-6
CCOC(=O)[C@]12CCCC=C1N(Cc1ccco1)C(=O)[C@H](CC(=O)NCc1cccs1)C2,-20%,-4
CCc1nc2ccc(C(=O)N3CCN(C(=O)c4ccco4)CC3)cn2c1N(CC)CCOC,?,-3

From PubChem BioAssay

The list is partial; rates above refer to the full screens.
